Compound activity (PubChem)
sdo1 growth: growth rescue of sdo1-depleted yeast, primary screen, S. cerevisiae, bone marrow failure model; 0.21% of 140,000 active; z-score at 10 µM; S. cerevisiae sdo1-depleted JHY4D growth rescue, OD600 30 h; stronger effect = higher value; pdr5 snq2 efflux-pump mutant strain;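 active = z-score above 3 at both the 24 hr and the 30 hr optical density reads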;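 note: z-score against mean and SD of all compound wells on the same plate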
Insulin prom inh: inhibitors of insulin promoter-driven GFP, primary screen, imaging, TRM-6 cells (human fetal islet line), eGFP reporter, cell count | 0.9% of 130,000 active | reporter expression induced with tamoxifen | AID 1273, 2008 | inhibition, % at 2 µM;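 active = inhibition above the mean plus 3 SD, with well images judged a real hit on visual review, cut at about 60% in these data, passing the limit was not always enough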
sdo1 growth Rescue 24 h: recorded beside sdo1 growth, whose call it bears; z-score; S. cerevisiae sdo1-depleted JHY4D growth rescue, OD600; measured here: growth rescue at 24 h;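 0 is the plate mean of compound wells and units are plate SD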
* hit, by the source's call; i = inactive; / = not tested or not shown. These rows are one share of the data; count on the stated rates, not on these rows.

Preview:
entry | Compound | sdo1 growth | sdo1 growth Rescue 24 h | Insulin prom inh
1 | CN(C)c1oc(-c2ccccc2F)nc1C#N | -0.29 | -0.53 | /
2 | CCC(C)[C@H](Nc1nc(-c2ccccc2)nc2c1oc1ccccc12)C(=O)O (stereo not given in full) | 1.3 | 0.65 | 0

All compounds of this part, repeating the preview:
entry | Compound | sdo1 growth | sdo1 growth Rescue 24 h | Insulin prom inh
1 | CN(C)c1oc(-c2ccccc2F)nc1C#N | -0.29 | -0.53 | /
2 | CCC(C)[C@H](Nc1nc(-c2ccccc2)nc2c1oc1ccccc12)C(=O)O (stereo not given in full) | 1.3 | 0.65 | 0
3 | CC1CCc2sc(C(=O)Nc3ccc(N4CCOCC4)cc3)cc2C1 (stereo not given) | / | / | -73
4 | O=C(O)CCC(=O)NCC1OCCc2ccccc21 (stereo not given) | 0.12 | -0.59 | -237
5 | CC1CC2(CC(C)(C(=O)CSc3nc4ccccc4s3)OC2=O)C(=O)O1 (stereo not given) | 0.58 | -0.35 | -42
6 | O=C(CCCN1C(=O)/C(=C/c2cccc(Br)c2)SC1=S)Nc1ccccn1 | -1.2 | -0.83 | /
7 | O=C(Nc1ccccc1N1CCOCC1)C1Cc2ccccc2CN1C(=O)c1ccco1 (stereo not given) | 0.1 | 0.62 | -6
8 | Oc1ccc(N=Nc2n[nH]c(-c3ccc(Br)cc3)n2)cc1 | 0.44 | 0.31 | -3

Next results follow:
entry | Compound | sdo1 growth | sdo1 growth Rescue 24 h | Insulin prom inh
9 | CC(C)Cc1nc2oc3c(=O)[nH]cnc3c2c2c1CCC2 | -0.31 | -0.36 | /
10 | CN1C(=O)[C@@H]2[C@@H]3C[C@@H]([C@H]4ON=C(c5ccc(Cl)cc5)[C@@H]34)[C@@H]2C1=O | 1.1 | 1.5 | -23
11 | COC(=O)C1=C(C)N(CCc2cc(OC)c(OC)c(OC)c2)C(=O)N[C@H]1c1ccc(Br)cc1 | 0.12 | 0.68 | -40
12 | CCOC(=O)C1C(=O)NCC1c1ccccc1 (stereo not given) | -0.38 | -0.68 | 45
13 | CC(=O)Nc1cc(C(=O)NCc2ccco2)ccc1Sc1ccc(F)cc1 | 1.2 | 0.39 | 35
14 | COc1ccc(C(=O)OC(COc2ccccc2)Cn2ccnc2)cc1 (stereo not given) | -2.8 | -1.5 | -29
15 | CCCCC1CC(/C(C)=N/NC(N)=O)OC1=O (stereo not given) | 1.1 | 0.4 | 49
16 | CCCCNC(=O)NCc1cnn(C)c1C | 1.4 | 0.22 | 19

Shown field by field: four of the compounds above.
[10] CN1C(=O)[C@@H]2[C@@H]3C[C@@H]([C@H]4ON=C(c5ccc(Cl)cc5)[C@@H]34)[C@@H]2C1=O
  sdo1 growth: 1.1; sdo1 growth Rescue 24 h: 1.5; Insulin prom inh: -23

[11] COC(=O)C1=C(C)N(CCc2cc(OC)c(OC)c(OC)c2)C(=O)N[C@H]1c1ccc(Br)cc1
  sdo1 growth: 0.12; sdo1 growth Rescue 24 h: 0.68; Insulin prom inh: -40

[12] CCOC(=O)C1C(=O)NCC1c1ccccc1 (stereo not given)
  sdo1 growth: -0.38; sdo1 growth Rescue 24 h: -0.68; Insulin prom inh: 45

[13] CC(=O)Nc1cc(C(=O)NCc2ccco2)ccc1Sc1ccc(F)cc1
  sdo1 growth: 1.2; sdo1 growth Rescue 24 h: 0.39; Insulin prom inh: 35

Next results follow.
entry | Compound | sdo1 growth | sdo1 growth Rescue 24 h | Insulin prom inh
17 | Cc1ccc(S(=O)(=O)N(CC(=O)N2CCOCC2)C2CCCCC2)cc1 | 0.07 | -0.24 | 0
18 | Cc1ccc([N+](=O)[O-])cc1-c1[nH]c(-c2ccc(O)c(O)c2)nc1-c1ccccc1 | 0.35 | 0.38 | 25
19 | Fc1ccc(C2=Nn3c(nnc3-c3n[nH]c4c3CCC4)SC2)cc1 | -0.34 | 0.01 | /
20 | CS(=O)(=O)N(CC(=O)O)c1cccc(Cl)c1 | 0.44 | 0.2 | -33
21 | CCC1(c2ccc(F)cc2)NC(=O)N(CC(=O)Nc2cc(S(=O)(=O)N(C)C)ccc2Cl)C1=O (stereo not given) | / | / | -47
22 | Fc1ccc(N2CCN(Cc3cnc(Oc4ccc(Br)cc4)s3)CC2)cc1 | -0.82 | -1.4 | /
23 | O=C(c1cccs1)N1CCN(Cc2cccnc2)CC1 | 0.16 | -0.72 | /
24 | CC(C)C(=O)Nc1cccc(C(=O)Nc2nnc(C(C)C)s2)c1 | 0.95 | 1 | 46

Further compounds follow.
entry | Compound | sdo1 growth | sdo1 growth Rescue 24 h | Insulin prom inh
25 | O=Cc1cccn1-c1c(C(=O)O)cnn1-c1ccccc1 | / | / | 41
26 | CCC(C)(C)C(=O)Nc1ccc(C(N)=O)cc1 | 0.52 | 0.29 | 16
27 | CN(C)S(=O)(=O)c1cc(C(=O)O)c(NC2CCCCC2)cc1Cl | 0.25 | 0.45 | -36
28 | CN(C)CCNS(=O)(=O)c1ccc(N2CCN(c3ccc(F)cc3)CC2)c([N+](=O)[O-])c1 | -0.07 | -0.65 | 22
29 | COC(=O)c1ccc(C(=O)OC)c(NC(=O)CSCc2ccc(Br)cc2)c1 | 0.15 | -0.15 | /
30 | O=C1NC(=O)/C(=C\c2ccc(Oc3ccc([N+](=O)[O-])cn3)cc2)S1 | -0.51 | -0.45 | 7
31 | CC(C)CC(C(=O)NCC1CCCO1)N(C(=O)Cn1nnc(-c2ccc(F)cc2)n1)c1cccc(C(F)(F)F)c1 (stereo not given) | 0.01 | 0.4 | -40
32 | Cc1ccc(C)c2nc3sc(C(=O)N4CCOCC4)c(N)c3cc12 | / | / | -36

Going on with the list:
entry | Compound | sdo1 growth | sdo1 growth Rescue 24 h | Insulin prom inh
33 | CCOC(=O)c1cn(Cc2cccc(C)c2)nn1 | -0.15 | -0.48 | 18
34 | CCCn1c(SCC(=O)NC2CCCC(C)C2C)n[nH]c1=O (stereo not given) | 0.71 | -0.1 | -22
35 | CC12CC3(C)CC(C)(C1)CC(C(=O)Nc1nn[nH]n1)(C2)C3 | 0.1 | -0.53 | 7
36 | COc1ccc(C(c2nnnn2CS(=O)(=O)c2ccc(C)cc2)N2CCN(Cc3ccccc3)CC2)cc1 (stereo not given) | / | / | i
37 | COC(=O)COc1ccc2c(-c3ccc(OC)cc3)cc(=O)oc2c1 | -0.39 | 0.6 | 0
38 | CCOC(=O)/C(C#N)=C1/C=Nc2ccccc2N1 | -0.3 | -0.42 | /
39 | O=C(O)c1ccoc1CN1CCCCC1 | 0.86 | -0.16 | 10
40 | CC(C)n1c(SCc2ccc(Cl)cc2)nc2c1c(=O)[nH]c(=O)n2C | -0.3 | 0.87 | /

Down the list, quoted from above.
Entries 33–37 in sdo1 growth Rescue 24 h read -0.48, -0.1, -0.53, /, 0.6
Entries 33–37 in sdo1 growth read -0.15, 0.71, 0.1, /, -0.39
Entries 33–37 in Insulin prom inh read 18, -22, 7, i, 0

Next part
entry | Compound | sdo1 growth | sdo1 growth Rescue 24 h | Insulin prom inh
41 | CCOc1ccc2noc3c2c1C(=O)c1ccccc1-3 | -1.1 | -1.2 | 36
42 | O=C(CSCc1ccccc1)N/N=C/c1ccc(OCC(=O)N2CCCCC2)cc1 | 0.9 | 0.72 | -31
43 | O=C(NC1CCCC1)C1=COCCO1 | 1.1 | 1.4 | 3
44 | COC(=O)C1=C(C)NC2=C(C(=O)CC(C)(C)C2)C1c1ccsc1 (stereo not given) | -0.5 | -1.3 | -100
45 | CCOCC(=O)Nc1nc2c(s1)C(=O)CC(C)(C)C2 | 0.55 | 1 | /
46 | CCc1cc2c3c(c1)C1(C(=O)N3C(C)(C)C=C2C)C(C#N)=C(N)Oc2[nH]c(=O)[nH]c(=O)c21 (stereo not given) | / | / | -19
47 | O=C(NNC(=O)c1cccs1)c1ccc(S(=O)(=O)N2CCCCC2)cc1 | 0.51 | -0.18 | -15
48 | O=C(Cc1cccs1)N(Cc1ccco1)C1(C(=O)NC2CCCCC2)CCCCC1 | 2.1 | 1.9 | -23

(further entries)
entry | Compound | sdo1 growth | sdo1 growth Rescue 24 h | Insulin prom inh
49 | Cc1cc([N+](=O)[O-])nn1CCCC(=O)Nc1cccc(Cl)c1Cl | / | / | -55
50 | Cc1ccc(C(=O)N/C(=C\c2cccc([N+](=O)[O-])c2)C(=O)NCc2ccncc2)cc1 | 0.39 | 0.15 | 29
51 | Cc1nn2c(COc3ccc(NC(=O)c4ccccc4)cc3)nnc2c2ccccc12 | -0.82 | 0.05 | 14
52 | COc1ccccc1NC(=O)COC(=O)c1ccc([N+](=O)[O-])s1 | / | / | 40
53 | CN(C)/C=C1\Oc2ccc3ccccc3c2C1=O | / | / | -50
54 | CCC12CC3CC(C1)CC(C(=O)Nc1nn[nH]n1)(C3)C2 | 0.29 | -0.42 | 48
55 | O=C(NC(Cc1ccccc1)C(=O)O)/C(=C/c1ccc(F)cc1)NC(=O)c1ccccc1 (stereo not given) | 0.45 | 0.33 | /
56 | Cc1ccc(NC(=O)c2cc(N3C(=O)C=CC3=O)ccc2Cl)cc1C | -1.9 | -1.1 | -27

7 compounds out of the list above, ordered by the value under sdo1 growth, low to high:
entry | Compound | sdo1 growth | sdo1 growth Rescue 24 h | Insulin prom inh
44 | COC(=O)C1=C(C)NC2=C(C(=O)CC(C)(C)C2)C1c1ccsc1 (stereo not given) | -0.5 | -1.3 | -100
7 | O=C(Nc1ccccc1N1CCOCC1)C1Cc2ccccc2CN1C(=O)c1ccco1 (stereo not given) | 0.1 | 0.62 | -6
54 | CCC12CC3CC(C1)CC(C(=O)Nc1nn[nH]n1)(C3)C2 | 0.29 | -0.42 | 48
47 | O=C(NNC(=O)c1cccs1)c1ccc(S(=O)(=O)N2CCCCC2)cc1 | 0.51 | -0.18 | -15
26 | CCC(C)(C)C(=O)Nc1ccc(C(N)=O)cc1 | 0.52 | 0.29 | 16
2 | CCC(C)[C@H](Nc1nc(-c2ccccc2)nc2c1oc1ccccc12)C(=O)O (stereo not given in full) | 1.3 | 0.65 | 0
16 | CCCCNC(=O)NCc1cnn(C)c1C | 1.4 | 0.22 | 19

New compounds follow.
entry | Compound | sdo1 growth | sdo1 growth Rescue 24 h | Insulin prom inh
57 | C/C(=N/NC(=O)c1ccco1)c1ccc(NC(=O)c2ccc(F)cc2)cc1 | 0.45 | -0.37 | /
58 | CCOC(=O)C1CCN(S(=O)(=O)c2ccc(OCC)cc2)CC1 | -0.61 | -1.2 | 48
59 | CCOCCCNc1nc2c([nH]1)c(=O)n(C)c(=O)n2C | 1.3 | 1.3 | -25
60 | CCCC(=O)Nc1cccc(NC(=O)c2ccc3c(c2)OCO3)c1 | 0.15 | -0.51 | 30
